Ecoli WT expand: growth inhibitors of wild-type E. coli, primary screen, strain BW25113, expanded library, OD600. OD600 absorbance. growth inhibition, % at 100 µM. hit rate 0.15% among 98,000;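 active = growth inhibition above about 50% at one test dose, limit read from the data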;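 also: growth measured after 20 h incubation at 37 °C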
hDAT+cocaine: changed hDAT dopamine uptake under cocaine IC80, either direction, primary screen, cocaine antagonist project, cell-based, LLC-PK1 hDAT, [14C]-dopamine uptake, MLSMR | LLC-PK1 hDAT cells, [14C]-dopamine uptake with cocaine IC80; actives deviate in either direction | B-score at 10 µM | hit rate 1.3% among 110,000;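 active = Z score or B-score, a plate-position-corrected score, falls beyond the plate's 99.7% confidence bounds, in either direction; inactive = both scores lie inside the 99.7% bounds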;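 also: scored against the spread of the other compound wells on the same plate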
Target sequence (Q01959 whole entry, looked up): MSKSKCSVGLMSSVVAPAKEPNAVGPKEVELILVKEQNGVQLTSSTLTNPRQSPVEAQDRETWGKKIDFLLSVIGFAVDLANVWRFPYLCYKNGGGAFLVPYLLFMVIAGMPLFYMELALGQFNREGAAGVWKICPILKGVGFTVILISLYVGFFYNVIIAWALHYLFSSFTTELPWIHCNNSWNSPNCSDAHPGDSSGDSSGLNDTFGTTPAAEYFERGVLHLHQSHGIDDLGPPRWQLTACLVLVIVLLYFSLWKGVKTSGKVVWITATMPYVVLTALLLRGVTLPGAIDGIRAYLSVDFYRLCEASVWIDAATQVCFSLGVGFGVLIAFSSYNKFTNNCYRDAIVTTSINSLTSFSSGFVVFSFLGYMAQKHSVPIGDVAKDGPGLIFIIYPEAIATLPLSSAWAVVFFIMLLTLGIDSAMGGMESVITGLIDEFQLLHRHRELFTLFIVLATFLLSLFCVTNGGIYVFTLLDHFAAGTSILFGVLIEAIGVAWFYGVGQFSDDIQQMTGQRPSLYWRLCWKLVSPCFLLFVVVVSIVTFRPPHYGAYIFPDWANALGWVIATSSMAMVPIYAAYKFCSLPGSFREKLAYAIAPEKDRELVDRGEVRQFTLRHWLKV
PostGolgi ctrl: growth inhibition of yeast control strain, primary screen, counter-screen for post-Golgi transport modulator project; AID 738, 2007; hit rate 5% among 98,000; inhibition, % at 10 µM; efflux-deficient yeast background strain, growth absorbance A615, 16 h
Lung fibro prol: antiproliferative effect on LL 47 fibroblasts – human, LL 47 cells, CellTiter-Glo luminescence, primary screen; LL 47 human lung fibroblast viability, ATP luminescence; active compounds read low; viability, % at 10 µM; hit rate 1.1% among 85,000; AID 719, 2007;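 active = viability at or below 50% in the single dose screen; inactive = viability above 50%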;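 also: compound exposure lasted 72 h before the ATP readout; 100% = median luminescence of untreated cell-only wells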
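Assay system: human lung fibroblast line LL 47, low passage. Input: 1,150 fibroblasts seeded per well. Times: overnight cell rest, 72 h compound treatment at 37 °C. Evaluation: % viability of median cell-only signal. Technique: luminescent ATP detection, CellTiter-Glo. Control set: cell-only wells, no compound.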
S1P2 blocker: human S1P2 receptor antagonists, primary screen, cell-based; Sphingosine 1-phosphate receptor 2 (Homo sapiens), O95136; cell-based S1P2 antagonist assay, inhibition at 5 uM; inhibition, % at 5 µM; hit rate 0.21% among 97,000; in the data active = inhibition above about 45%;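 also: CRE beta-lactamase reporter cells expressing human S1P2 stimulated with S1P; 0% = agonist at EC80 alone and 100% = agonist plus reference antagonist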
Target sequence (O95136 whole entry, looked up): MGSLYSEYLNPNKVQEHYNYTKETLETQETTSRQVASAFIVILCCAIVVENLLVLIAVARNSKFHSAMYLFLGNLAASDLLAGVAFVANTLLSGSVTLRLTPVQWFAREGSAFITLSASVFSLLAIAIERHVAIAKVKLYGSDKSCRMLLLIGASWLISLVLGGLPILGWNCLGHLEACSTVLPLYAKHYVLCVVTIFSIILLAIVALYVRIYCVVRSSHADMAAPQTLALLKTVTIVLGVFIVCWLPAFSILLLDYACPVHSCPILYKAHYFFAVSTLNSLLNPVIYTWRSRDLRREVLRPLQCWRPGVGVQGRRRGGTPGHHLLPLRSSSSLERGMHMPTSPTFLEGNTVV
H69AR inhibit: proliferation blockers of H69AR lung cancer cells, primary screen, cell-based, human, 86K library. H69AR lung tumor viability, ATP luminescence, 72 h; active compounds read low. viability, % at 10 µM. hit rate 6% among 85,000;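 active = viability at or below 40%; inactive = viability above 40%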;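 also: multidrug resistant small cell line overexpressing MRP-1 efflux transporter; 100% = mean luminescence of untreated control wells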
S1P2 ag: S1P2 receptor agonists, primary screen, cell-based; AID 729, 2007; hit rate 0.46% among 97,000; Sphingosine 1-phosphate receptor 2 (Homo sapiens), O95136; S1P2-expressing cell line, agonist reporter read-out; activation, % at 4.5 µM; in the data active = activation above about 16%;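 also: 0% = vehicle low control and 100% = maximal reference agonist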
PostGolgi yeast: phenotypic screen on post-Golgi transport, primary screen. hit rate 0.9% among 98,000. post-Golgi transport phenotypic cell assay. inhibition, % at 10 µM;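 also: yeast cells grown in 1536-well plates; yeast grown about 18 h at 30C before absorbance read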
HUVEC inhibit: inhibitors of HUVEC proliferation, primary screen, cell-based, 384-well | hit rate 1.1% among 86,000 | CellTiter-Glo luminescence, 72 h; active compounds read low | viability, % at 10 µM (by protocol);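 active = viability at or below 30%; inactive = viability above 30%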;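 also: 100% = median luminescence of DMSO-only cell control wells on each plate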
The depositor's hits bear a star; . = not tested or not shown. Rule as the data show it, unless noted: active = inhibition above about 30%; inactive = the rest.

SMILES	Ecoli WT expand	hDAT+cocaine	PostGolgi ctrl	Lung fibro prol	S1P2 blocker	H69AR inhibit	S1P2 ag	PostGolgi yeast	HUVEC inhibit
CC1CC(=O)Nc2ccccc2N1S(=O)(=O)c1ccc(Br)cc1 (configuration not stated)	-4	-0.57	16	.	29	.	-3	12	.
O=P(O)(CCc1ccccn1)CN1CCOCC1	.	-0.1	.	108	9	107	-4	.	109
CC1Cc2cc(/C(O)=C3/C(=O)C(=O)N(Cc4ccco4)C3c3cccs3)ccc2O1 (configuration not stated)	4	-0.0093	2	91	3	88	-2	0	90
CCN1CCN(C(c2nnnn2Cc2ccc3c(c2)OCO3)C(C)C)CC1 (configuration not stated)	.	-0.18	.	95	7	103	0	.	111
Cc1ccc2nc(NC(=O)C3CCCN(S(=O)(=O)c4cccc5nsnc45)C3)sc2c1 (configuration not stated)	-1	0.17	17	102	8	64	-9	-4	95
CCn1c(COc2ccc(OC)cc2)nnc1SCC(=O)Nc1cc(OC)ccc1OC	-5	0.75	10	94	16	71	-3	-2	98
O=c1cc(Cn2nnc(-c3ccc(Cl)cc3)n2)nc2sccn12	6	0.71	12	105	.	94	.	14	103
CCCc1nnc(NC(=O)CN2C(=O)c3ccccc3C2=O)s1	-1	0.12	12	94	-4	100	-3	14	94
CN(C1CCCCC1)S(=O)(=O)c1ccc(NC(=O)c2ccco2)cc1	1	0.73	23	94	-11	88	-2	9	85
O=C(OCC(=O)N1CCC(Cc2ccccc2)CC1)c1ccc[nH]c1=O	-1	-0.018	23	.	4	.	-6	-6	.
CC(NC(=O)C(=O)NN=C1CCCCCCC1)c1ccccc1 (configuration not stated)	5	0.65	9	.	9	.	-5	-3	.
CCOc1ccc(-c2nnc(NC(=O)c3ccc(OCC(C)C)c(OC)c3)o2)cc1	9	-0.68	4	54	-4	29*	-3	18	19*
COc1ccccc1N1CCc2c(C)nc3c(OC)cccc3c21	2	0.24	-10	.	14	.	-1	2	.
CCC(C)C(NC(C)=O)C(=O)NC(=O)NC(c1ccccc1)c1ccccc1 (configuration not stated)	2	0.78	4	103	-1	88	-3	2	94
COc1ccc(NC(=O)Nc2c(C)n(-c3ccccc3)c(=O)n2C)cc1OC	-5	0.39	4	96	-14	96	-2	-3	104
CCCCN1C(=O)c2ccc(C(=O)Nc3cccc(C)c3C)cc2C1=O	-2	0.76	-5	83	-9	89	-3	-2	68
Cc1csc(NC(=O)C2CCCN(S(=O)(=O)c3cccnc3)C2)n1 (configuration not stated)	-2	-0.21	1	103	12	75	-3	-1	113
Cc1ccc(NC(=O)C2CC(=O)NC(N3CCCCC3)=N2)cc1Cl (configuration not stated)	10	0.51	15	96	5	92	-5	-7	85
COCCNC(=O)Cn1c(=O)n(Cc2ccco2)c(=O)c2ccccc21	2	0.36	19	108	15	104	-10	9	113
CC1(C)CCCC2=C1CC1C(=O)N(c3ccccc3)C(=O)C1C2 (configuration not stated)	10	-1.7	19	93	6	84	-1	-1	99
COc1ccc(C(O)c2nccn2C)cc1 (configuration not stated)	-13	0.56	12	101	12	99	-4	-3	93
O=C(NC(=S)N1CCN(c2c(Cl)cccc2[N+](=O)[O-])CC1)c1cccs1	-3	0.36	-10	.	9	.	-4	0	.
c1ccc(CNc2ccc(CNc3ncn[nH]3)cc2)cc1	.	-0.23	.	97	23	98	-7	.	94
COc1ccc(N2CCN(CCNC(=O)C3CCN(S(=O)(=O)c4cccs4)CC3)CC2)cc1	22	-0.68	-6	87	20	91	-9	-5	94
Cc1cccc(N2CCN(C(=O)NCc3ccc(Cl)cc3)CC2)c1	.	-0.049	.	102	-7	93	-5	.	66
COc1ccc(C2=Nn3c(nnc3-c3ccco3)SC2)cc1OC	2	0.4	27	72	-40	61	40*	-4	69
O=C(CNC(=O)c1ccco1)OCc1c(F)cccc1Cl	10	0.0053	-5	.	5	.	-8	11	.
CCOC(=O)c1cc2cc(-c3c(C(=O)OCC)oc4cc(O)cc(O)c4c3=O)ccc2o1	-4	0.96	4	94	.	17*	.	2	95
c1ccc(-c2nnc(-c3ccncc3)o2)cc1	5	0.011	3	106	-8	94	-4	0	99
CC1CN(C(=S)NC(=O)c2cccc([N+](=O)[O-])c2)CC(C)O1 (configuration not stated)	1	-0.26	1	.	-8	.	-4	-5	.
CC(C)(C)NC(=O)c1ccc2c(c1)N(CC(=O)N1CCN(c3ccc(F)cc3)CC1)C(=O)C(C)(C)O2	-6	2.6	8	95	15	60	-2	4	87
CCCCc1nc2ccccc2c(C(=O)O)c1C	-10	-1.1	1	91	3	103	-2	2	92
Cc1ccc2nc(NC(=O)c3cccs3)sc2c1	-7	0.77	7	88	.	42	.	-7	100
CCC(C)NC(=O)c1cnn2c(C)c3c(nc12)CCCC3 (configuration not stated)	3	-0.13	10	95	-2	71	5	9	103
CCCc1cc(C(=O)NCc2cccnc2)no1	12	-0.82	10	92	-13	97	-3	-10	101
CCCCNC(=O)c1onc(CSc2ccc(F)c(F)c2)c1C(=O)O	-13	-0.25	8	.	6	.	-11	3	.
CCOC(=O)c1cc(-c2cc3ccccc3o2)n[nH]1	-9	-1.8	14	96	.	100	.	-3	89
N#C/C(=C/c1ccc(N2CCOCC2)o1)c1nc2ccccc2[nH]1	.	0.32	.	76	-15	23*	-7	.	51
CC(=O)c1cccc(NC(=O)N2CCCC2C(=O)Nc2cccc(C)c2)c1 (configuration not stated)	3	1.4	-1	94	-1	94	-7	26	100
O=S(=O)(Nc1nc2ccccc2nc1N1CCN(c2ccccc2F)CC1)c1ccc(Cl)cc1	-11	-1.3	7	102	7	62	-6	-10	57
CC1CCCC(C)N1C(=O)COC(=O)c1ccc(O)cc1 (configuration not stated)	-2	0.94	4	96	-25	100	-5	3	94
CC(=O)Nc1nc2ccccc2n1Cc1ccccc1C	4	0.33	-4	.	7	51	-2	-11	59
Cc1c(C(=O)N2CCCCC2)nnn1-c1nonc1N	0	-1.4	0	103	18	104	-2	-9	93
O=c1c2cc(N3CCOCC3)ccc2[nH]c(=S)n1CC1CCCO1 (configuration not stated)	7	-0.51	-9	92	.	92	.	9	98
S=C(Nc1ccc(Cl)cc1Cl)Nc1ccccc1Oc1ccccc1	-3	-0.19	12	.	13	.	-5	5	.
CC(=O)O[C@H]1CSC[C@H]1NC(=O)c1ccccc1	-2	-0.6	-7	101	-6	95	-3	-1	94
CCCCc1c(O)nc(SCC(=O)NC(C)(C)C)n(-c2ccccc2C)c1=O	0	-0.52	11	99	0	80	-5	-20	92
CC(C)c1nnc(NC(=O)CN(C)S(=O)(=O)c2ccc3c(c2)OCCO3)s1	-6	-0.95	12	93	-22	91	-2	9	105
CC1(C(=O)NC2CCCCCCC2)CCC(=O)N1Cc1cccs1 (configuration not stated)	-1	-0.065	6	91	-10	94	-3	-3	105
Cc1cc(SCC(=O)OCC(=O)N2CCN(C(=O)c3ccco3)CC2)c(C)cc1Br	4	-1	17	99	-22	92	-2	0	100
Cc1c(NC(=O)C(C)Sc2nnc(-c3ccccc3)o2)c(=O)n(-c2ccccc2)n1C (configuration not stated)	-10	0.57	-6	98	0	104	-8	-2	93
Cc1ccc2c(c1)c1c3n2CCCN(Cc2ccccc2)C3CCC1 (configuration not stated)	-10	-0.012	11	86	-1	36*	-8	3	82
COc1ccc(-c2nc(C#N)c(NCc3cccnc3)o2)cc1OC	5	1.4	3	91	-21	84	4	4	87
COc1ccc(NC(=O)CSc2nc(C)cc(C(F)(F)F)n2)cc1	-5	-0.23	-4	106	24	92	-2	-8	105
CCOc1cccc(-c2nc3cc(C)ccc3o2)c1	0	0.081	12	100	17	99	-2	-15	102
Cc1noc(C)c1C(=O)N1CCCc2ccccc21	-6	-0.24	5	103	-5	95	-8	5	101
CN(C)c1cc[n+](CC(=O)Nc2ccc([N+](=O)[O-])cc2Cl)cc1	4	0.68	21	.	15	.	-13	-3	.
C=CCn1c(CCNC(=O)c2ccccc2F)nnc1SCC(=O)Nc1nc2ccccc2s1	-2	0.87	3	105	-15	90	-7	-8	94
COc1ccccc1NC(=O)C1=C(C)Nc2ncnn2C1c1ccc(C)o1 (configuration not stated)	-7	0.002	5	96	14	87	-2	4	94
C=CCC1(O)C(=O)N2C(=C1C(=O)N1CCOCC1)c1ccccc1CC2(C)C (configuration not stated)	3	0.22	7	105	-1	94	1	2	101

Some of these compounds in order of molar mass, falling.
SMILES	Ecoli WT expand	hDAT+cocaine	PostGolgi ctrl	Lung fibro prol	S1P2 blocker	H69AR inhibit	S1P2 ag	PostGolgi yeast	HUVEC inhibit
Cc1cc(SCC(=O)OCC(=O)N2CCN(C(=O)c3ccco3)CC2)c(C)cc1Br	4	-1	17	99	-22	92	-2	0	100
C=CCC1(O)C(=O)N2C(=C1C(=O)N1CCOCC1)c1ccccc1CC2(C)C (configuration not stated)	3	0.22	7	105	-1	94	1	2	101
COc1ccc(NC(=O)CSc2nc(C)cc(C(F)(F)F)n2)cc1	-5	-0.23	-4	106	24	92	-2	-8	105
CC1(C(=O)NC2CCCCCCC2)CCC(=O)N1Cc1cccs1 (configuration not stated)	-1	-0.065	6	91	-10	94	-3	-3	105
CCOc1cccc(-c2nc3cc(C)ccc3o2)c1	0	0.081	12	100	17	99	-2	-15	102

Continued.
SMILES	Ecoli WT expand	hDAT+cocaine	PostGolgi ctrl	Lung fibro prol	S1P2 blocker	H69AR inhibit	S1P2 ag	PostGolgi yeast	HUVEC inhibit
CCOc1ccc2[nH]c(=O)c(CN(Cc3ccccc3)C(=O)N3CCCC3)cc2c1	-11	-0.41	-3	.	-7	.	-6	-10	.
Cc1cccc(-n2ncc3c(NC(C)C)ncnc32)c1	1	1.1	-6	112	.	82	.	-2	108
CCOC1(OCC)N=C(N)C2(C#N)C(c3cccc(OC)c3OC)C12C#N (configuration not stated)	5	0.72	7	99	-6	79	-3	0	109
CCOc1ccc(NC(=O)CCNc2c(N3CCCC3)c(=O)c2=O)cc1	4	-0.03	11	102	-3	89	0	-12	91
NC(=O)c1c(N)sc2c1CCCCC2	10	0.27	-2	96	16	95	-5	7	90
CCN(CC)S(=O)(=O)c1cccc(C(=O)NCC(=O)OCC(=O)NCc2ccccc2)c1	-7	0.34	-3	95	9	88	-4	-9	96
CCCNC(=S)NC1CC2CCCC(C1)N2CC(C)C (configuration not stated)	1	0.18	1	.	12	.	-4	-2	.
CN1CCN(CC(=O)N2CCn3c4c(c5cc(C6CCCCC6)ccc53)CCCC42)CC1 (configuration not stated)	8	0.64	86*	1.9*	30	1.1*	-1	53*	2.7*
CCN(CC(=O)Nc1ccc2c(c1)OCCO2)CC(=O)Nc1cc(C)on1	5	-0.042	6	101	9	87	-5	-1	88
O=C(CCC1CCCC1)N1CCN(C(=O)c2ccco2)CC1	-6	-0.26	7	94	1	99	-4	-6	94
O=C(O)c1ccc2c(c1)nnn2C1CCCCC1	-4	1.1	-1	96	9	.	-5	-4	96
Cc1cccc(OCC(=O)Nc2nonc2NC(=O)COc2cccc(C)c2)c1	.	-0.55	.	97	-9	99	2	.	98
CC(=O)N=c1sc2c3ccccc3ccc2n1C	5	1.6	27	77	10	78	-8	22	63
COc1ccc(-c2nnco2)cc1OC	0	0.16	5	103	0	107	-1	18	102
O=C(NCCOc1ccccc1)c1ccc2c(c1)OCO2	9	0.25	4	97	.	86	.	5	93
Cc1c(C)n(C(=O)CSc2nncn2C)c2ccccc12	8	0.12	-2	93	-7	73	-3	-3	100
COc1ccc2cc(-c3csc(-c4cccnc4)n3)ccc2c1	-12	-0.21	-1	.	-8	.	-2	2	.
